Source: PubChem
RGS4 inhibitor = blocks human RGS4-accelerated GTP hydrolysis | P49798 | Transcreener GDP fluorescence polarization, RGS4-accelerated GTP hydrolysis | Potency, µM (series often up to 114 µM), inactives show top-dose activity change, negative = inhibition, hits mostly inhibitors | 0.039% of 390,000 active | AID 504845; further: potency means the concentration at half of the fitted maximal effect; on the % scale 0 is the no-effect control and ±100 the full control effect; nearly all actives have a fitted effect of over 75% in size; some results filed as inactive show a strong effect at the top dose
Target sequence (P49798 whole entry, looked up): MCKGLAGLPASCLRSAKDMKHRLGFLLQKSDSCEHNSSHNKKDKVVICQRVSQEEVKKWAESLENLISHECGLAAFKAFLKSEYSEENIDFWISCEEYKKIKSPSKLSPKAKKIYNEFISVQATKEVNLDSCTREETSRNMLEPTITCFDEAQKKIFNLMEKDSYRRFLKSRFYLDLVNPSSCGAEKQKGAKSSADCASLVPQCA
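MLSMR compounds (23 nl, pin-transferred) preincubated 10 min at room temperature with a 500nM (2x) first reagent, then RGS4 at 900nM (2x) plus Transcreener GDP mix added; fluorescence polarization (620/688 nm) read before and after 90 min at 30 °C.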
LDHA inh = blocks human lactate dehydrogenase A | purified LDHA, NADH/diaphorase-resazurin fluorescence; active compounds read low | activity change, % (values are at about 110 or 230 µM) | 0.15% of 480,000 active | P00338 | AID 1347041; in the data active means activity change below about -30%; inconclusive means mostly about -25% to -30%;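 further: plate controls were DMSO wells for no effect and wells without enzyme for full effect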
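Remaining NADH was detected by diaphorase (0.133 mg/mL) converting 37 µM resazurin to fluorescent resorufin, read at 0 and 20 minutes. The preceding 5-minute room-temperature reaction used 2 nM LDHA, 0.2 mM sodium pyruvate and 0.06 mM NADH at pH 7.4.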
rTrxR1 inhibitor = rat TrxR1 inhibition; 1% of 390,000 active; recombinant rTrxR1, NADPH fluorescence consumption, selenite substrate; AID 588453; Potency, µM (series often up to 114 µM), for inactives: at the top dose activity change, negative = inhibition, actives largely listed as inhibitors; O89049; further: potency means the concentration at half of the fitted maximal effect; on the % scale 0 is the no-effect control and ±100 the full control effect; nearly all actives have a fitted effect of over 65% in size
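Rat TrxR1 (90 nM in the dispensed reagent) was pre-reduced with 400 uM NADPH for 5 min at room temperature, then incubated with compound for 15 min. After 400 uM selenite was added, NADPH fluorescence (Ex 340/Em 450 nm) was followed for 8 min.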
Vif-A3G inh = blocks the Vif interaction with human APOBEC3G; Q9HC16; HeLa A3G-eYFP + Vif (tagged APOBEC3G with the HIV-1 protein that degrades it), YFP fluorescence, overnight; Potency, µM (series often up to 46.1 µM), without a hit: at the top dose activity, negative = active, hits mostly inhibitors; 0.076% of 410,000 active;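 further: potency means the concentration at half of the fitted maximal effect; on the % scale 0 is the no-effect control and ±100 the full control effect; nearly all actives have a fitted effect of over 60% in size; hits raise eYFP signal because A3G escapes Vif-driven loss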
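Read-out is eYFP fluorescence (Ex 488/Em 500-530) from Vif-expressing HeLa A3G-eYFP cells; more signal means A3G escaped Vif-mediated degradation. Cells plated overnight, compound pinned in, incubated overnight at 37 deg C.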
TrxR1 substrate = is turned over as a substrate by rat TrxR1 | purified TrxR1 substrate turnover, NADPH consumption readout | Potency, µM (series often up to 114 µM), inactives show at the top dose activity change, negative = substrate turnover | 0.01% of 390,000 active | AID 588456; further: potency means the concentration at half of the fitted maximal effect; on the % scale 0 is the no-effect control and ±100 the full control effect; nearly all actives have a fitted effect of over 50% in size
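Rat TrxR1, dispensed at 90 nM, was prereduced with 400 uM NADPH (final) for 5 min at ~22 deg C, then incubated with compound 15 min before 400 uM selenite. A first-read NADPH fluorescence drop versus no-compound background flagged substrates.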
USP1 inh = blocks the human USP1/UAF1 deubiquitinase complex; O94782; recombinant USP1/UAF1, Ub-Rhodamine cleavage fluorescence; Potency, µM (highest dose often 57.1 µM), without a hit: top-dose activity change, negative = inhibition, most hits filed as inhibitors; 0.23% of 390,000 active; further: potency means the concentration at half of the fitted maximal effect; on the % scale 0 is the no-effect control and ±100 the full control effect; nearly all actives have a fitted effect of over 60% in size; inactives centre near -12
Target sequence (O94782 whole entry, looked up): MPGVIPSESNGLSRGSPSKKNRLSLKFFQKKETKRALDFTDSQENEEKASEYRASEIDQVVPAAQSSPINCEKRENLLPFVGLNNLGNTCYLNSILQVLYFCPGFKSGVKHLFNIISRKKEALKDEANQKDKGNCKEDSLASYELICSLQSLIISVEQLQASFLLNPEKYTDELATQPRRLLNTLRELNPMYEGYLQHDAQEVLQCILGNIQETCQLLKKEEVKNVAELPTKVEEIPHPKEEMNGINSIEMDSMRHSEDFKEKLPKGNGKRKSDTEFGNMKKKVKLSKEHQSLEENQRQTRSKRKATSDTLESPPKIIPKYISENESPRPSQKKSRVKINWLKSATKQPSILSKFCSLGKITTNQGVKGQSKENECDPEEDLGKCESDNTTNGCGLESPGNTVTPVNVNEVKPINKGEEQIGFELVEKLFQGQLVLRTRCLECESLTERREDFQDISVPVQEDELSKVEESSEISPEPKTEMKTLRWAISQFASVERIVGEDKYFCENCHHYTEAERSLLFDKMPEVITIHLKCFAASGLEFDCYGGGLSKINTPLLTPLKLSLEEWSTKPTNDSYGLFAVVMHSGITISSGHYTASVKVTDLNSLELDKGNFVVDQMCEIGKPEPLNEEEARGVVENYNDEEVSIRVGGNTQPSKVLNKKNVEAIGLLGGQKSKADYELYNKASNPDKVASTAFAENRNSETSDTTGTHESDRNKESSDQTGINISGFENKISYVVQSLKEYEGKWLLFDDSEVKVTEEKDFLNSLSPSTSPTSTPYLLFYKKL
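In this screen, compounds sit with the deubiquitinase complex (1nM) for 15 min at room temperature before Ub-Rho is added at 150nM final. Fluorescence rise is then followed for 6 reads every 60 seconds.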
Vif-APOBEC3F blk = Vif-A3F binding inhibition; AID 602313; 0.2% of 390,000 active; HeLa A3F-eYFP + Vif (tagged APOBEC3F with the HIV-1 protein that degrades it), YFP fluorescence increase; Potency, µM (series often up to 46.1 µM), for inactives: top-dose activity, negative = active; further: potency means the concentration at half of the fitted maximal effect; % of control where 0% means no effect; nearly all actives have a fitted effect of over 65% in size
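HeLa cells stably expressing Vif plus C-terminally eYFP-tagged A3F were seeded, incubated overnight at 37 deg C, dosed with compound, incubated overnight again at 37 deg C. Yellow fluorescence (Ex 488/Em 500-530) reported blocked Vif-mediated A3F-eYFP degradation.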
mIDH1 inhibitor = inhibitors of human mutant IDH1 R132H | O75874 | IDH1-R132H enzyme, NADPH consumption, diaphorase/resazurin fluorescence | Potency, µM (doses to about 76.6 µM), inactives show top-dose activity change, negative = inhibition, hits mostly inhibitors | 0.093% of 390,000 active; further: potency means the concentration at half of the fitted maximal effect; on the % scale 0 is the no-effect control and ±100 the full control effect; nearly all actives have a fitted effect of over 65% in size
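IDH1-R132H (0.5 ug/mL dispensed) in pH 7.5 Tris buffer was preincubated 30 min with compound, then given a substrate mix of 0.016 mM NADPH and 2 mM alpha-KG for 80 min at room temperature; remaining NADPH was read by diaphorase/resazurin fluorescence.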
GRP78 ERSR act = induces the endoplasmic reticulum stress response in human glioma cells | U87-MG GRP78 promoter luciferase reporter, 16 h | Potency, µM, for the others: at the highest dose activation, most hits filed as activators | 0.02% of 420,000 active; further: potency means the concentration at half of the fitted maximal effect; series mostly up to about 76 µM; % of control where 0% means no effect; nearly all actives have a fitted effect of over 35% in size
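ERSR induction read as luciferase luminescence (Bright-Glo, 10 min at room temperature) in stably transfected human U87-MG glioma cells exposed to compounds for 16 h, using GRP78 as sensor.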
* marks the source's active call; other numbers are inactive results; ? = inconclusive; . = no result given; & = joins results of further samples; [ ] = dose if it differs, or a comment. Unless noted, the call rests on the fitted dose curve; in most records, active means well fitted curve in the direction sought with a large enough effect; inconclusive means small, poorly fitted or top-dose-only effect, or another doubt; inactive means no such curve, though single readings can be large; an effect the other way counts as inactive or inconclusive. Not all compounds are listed; the hit share may differ from the screen's.

SMILES	RGS4 inhibitor	LDHA inh	rTrxR1 inhibitor	Vif-A3G inh	TrxR1 substrate	USP1 inh	Vif-APOBEC3F blk	mIDH1 inhibitor	GRP78 ERSR act
COc1cnn(C(C)(C)C)c(=O)c1Cl	12%	5	28%	1%	11%	-9%	1%	11%	-4%
CC(C)OC(=O)c1cc(-c2ccc(C=O)o2)ccc1Cl	-20%	-4	-8%	-13%	-4%	?	0%	-3%	4%
CCN(Cc1nc(-c2cccc(Cl)c2)no1)CC1CCCO1 (stereo unspecified)	-31%	-6	15%	-1%	10%	-20%	12%	1%	7%
Cc1sc2nc(CSCC(=O)Nc3ccc(N4CCOCC4)cc3)[nH]c(=O)c2c1C	3%[11.4 µM]	-1	12%	1%	0%	-12%	-3%	-5%	0%
OC1(c2ccccc2)CN(c2ccccc2)C2=[N+]1CCS2 (stereo unspecified)	-26%	-5	10%	-6%	4%[11.4 µM]	-6%	1%	-6%	-1%
CCc1c(C)sc2c1CCN(C(=O)Nc1cc(OC)c(OC)c(OC)c1)C2c1ccccc1 (stereo unspecified)	6%	0	21%[57.1 µM]	-4%	7%[57.1 µM]	-20%	1%	15%	-3%
COc1cc(OC)cc(C(=O)N2CCC(N3CCN(c4ccccc4OC)CC3)CC2)c1	16%	?	-8%	-4%	0%	-17%	-13%	3%	-5%
CN(C)S(=O)(=O)c1cc(C(=O)OCCn2cnc3c2c(=O)n(C)c(=O)n3C)ccc1Cl	12%	-6	5%[57.1 µM]	1%	1%[57.1 µM]	1%	7%	-4%	-4%
Cc1cc(C)n(-c2nc3nonc3nc2Nc2cccc(C)c2C)n1	-2%	1	18%	0%	10%[57.1 µM]	-12%	2%	8%	1%
COC(C[C@H](O)C[C@H](O)COCc1ccccc1)OC	-2%	-1	7%	3%	1%	-18%	2%	0%	-2%
CC1=[N+](CC(=O)NC(C)(C)C)CCc2ccccc21	-9%	-7	7%	-4%	3%	-21%	-1%	-2%	-4%
CC1CCN(S(=O)(=O)c2ccc3c(c2)N(CC(=O)NCCCOC(C)C)C(=O)CO3)CC1	3%&10%	1&-6	3%&-9%	-2%&4%	-3%&-9%	-21%&-11%	4%&-1%	-9%&26%	3%&-4%
COC(=O)Cn1c(=NC(=O)CSCC(=O)Nc2cc(C)on2)sc2cc(C(=O)OC)ccc21	-7%	-1	19%[57.1 µM]	6%	2%[57.1 µM]	-21%	0%	1%	-3%
COc1cccc(C(=O)NC(C)c2ccc(Br)cc2)c1 (stereo unspecified)	13%	-7	-11%	-1%	10%	-1%	-6%	9%	8%
O=Cc1ccc(/C=C2\C=Cc3ccccc32)cc1	.	4	-16%	-16%	4%	.	.	.	-10%
O=C(Nc1ccccc1)c1ccccc1OCc1cccc([N+](=O)[O-])c1	-8%[11.4 µM]	-2	0%	1%	-8%	-26%	-2%	7%	1%
O=C(C1CCN(S(=O)(=O)c2cccc([N+](=O)[O-])c2)CC1)N1CCOCC1	-9%	-5	9%[57.1 µM]	0%	4%[57.1 µM]	2%	5%	5%	0%
O=C(COC(=O)c1ccccc1Cl)NC1CCCCCC1	-5%	2	7%	-4%	2%	0%	1%	4%	5%
CCOc1cc(/C=N/N=C2/NC(=O)C(CC(=O)O)S2)ccc1OCc1ccccc1Cl (stereo unspecified)	-12%	-5	4%	-18%	-9%	-22%	16%	-7%	-4%
CCN1C/C(=C/c2cccc([N+](=O)[O-])c2)C(=O)/C(=C/c2cccc([N+](=O)[O-])c2)C1	-46%	-3	?	?	-11%	-13%	-26%	1%	-14%
COc1ccc(/C=C/C(=O)N2CCN(c3ccccn3)CC2)c(OC)c1OC	2%	-1	18%	0%	-3%	-20%	0%	-3%	-3%
Cc1nnc(NC(=O)CN2CCN(Cc3ccccc3)CC2)s1	-12%	-2	12%	-2%	1%	-21%	1%	10%	0%
Cc1cc(OC(C)C(=O)NCC2CCC(C(=O)O)CC2)c2c(C)cc(=O)oc2c1 (stereo unspecified)	-11%	4	26%	1%	183%[activator]	-27%	0%	5%	0%
O=C1c2ccccc2C(=O)N1CSc1nnc(Nc2ccccc2)s1	7%	-5	21%[57.1 µM]	-1%	3%[57.1 µM]	2%	-8%	1%	0%
COc1ccc(C(=O)Oc2ccc3c(C)cc(=O)oc3c2C(C)=O)cc1	-34%	-1	7%[57.1 µM]	0%	-20%[57.1 µM]	-18%	-11%	1%	-2%
CCN(CC(=O)Nc1c(F)cccc1F)C(=O)CCNC(=O)c1ccco1	-3%	1	13%[57.1 µM]	0%	5%[57.1 µM]	-16%	19%	0%	1%
Cc1ccc(/C=N/NC(=O)c2ccc(-c3ccccc3)cc2)o1	2%	-12	23%[57.1 µM]	-1%	5%[57.1 µM]	-1%	6%	1%	-3%
CSc1nc2c(c(=O)[nH]1)C(c1cccc(Br)c1)CC(=O)N2 (stereo unspecified)	-20%	-3	21%[57.1 µM]	0%	6%[57.1 µM]	-7%	-9%	2%	-2%
CCOC(=O)Cn1c(CN2CCOCC2)nc2c1c(=O)n(C)c(=O)n2C	14%	-4	3%[57.1 µM]	4%	6%[57.1 µM]	-23%	2%	10%	-3%
COC(=O)c1ccc(C(=O)Nc2ccc(-c3nc4cc(NC(=O)c5ccc(C(=O)OC)cc5)ccc4o3)cc2)cc1	4%	-7	19%	1%	6%	7%	-6%	-4%	-2%
Cc1ccc(C(=O)OCC(=O)NCc2cccs2)s1	8%	-6	0%[57.1 µM]	-3%	-5%[57.1 µM]	-9%	3%	-2%	0%
Cn1ncc(C(=O)N2CCN(c3ccccc3F)CC2)c1C1CCN(C(=O)OC(C)(C)C)CC1	-14%	-3	20%	2%	6%	-17%	0%	-10%	-3%
CC(=O)Nc1ccc2c(c1)N(C(=O)CN(C)C)c1ccccc1CC2	-1%	7	-7%	-1%	2%	?	1%	3%	-4%
O=C(C1CCN(CCc2ccccc2)CC1)N1CCOCC1	-9%	-1	24%[57.1 µM]	-1%	-4%	?	1%	3%	-3%
CCCCC(=O)Nc1ccc2nc(SCC(=O)N3CCc4ccccc43)sc2c1	15%	-2	-2%	-3%	-8%	-14%	1%	0%	-2%
CCOC(=O)c1c(C)nc(C)c(C(=O)OCC)c1-c1ccccc1	-30%	2	3%	-6%	-3%	-6%	-5%	6%	-1%
CCCCN(C(=O)c1ccc2ccccc2c1)c1c(N)n(CCCC)c(=O)[nH]c1=O	3%	-3	24%	0%	8%	-19%	-20%	-9%	-3%
CC(C)NC(=O)C1CCC(Cn2c(=O)c3sccc3n(CC(=O)Nc3ccccc3)c2=O)CC1 (stereo unspecified)	-28%	-3	11%[57.1 µM]	-1%	1%[57.1 µM]	-11%	0%	6%	-2%
Cc1c(NC(=O)CSc2nnc(COc3ccccc3)n2-c2ccccc2)c(=O)n(-c2ccccc2)n1C	13%	0	-10%	2%	-3%	-5%	-1%	5%	-2%
O=C(CSc1ccc(-c2ccccn2)nn1)N1CCCc2ccccc21	-7%	-9	19%[57.1 µM]	-3%	8%[57.1 µM]	-9%	-2%	-1%	-7%

Record cards, from the list above. Values in the order: RGS4 inhibitor	LDHA inh	rTrxR1 inhibitor	Vif-A3G inh	TrxR1 substrate	USP1 inh	Vif-APOBEC3F blk	mIDH1 inhibitor	GRP78 ERSR act
Results for CCOC(=O)c1c(C)nc(C)c(C(=O)OCC)c1-c1ccccc1 = -30%	2	3%	-6%	-3%	-6%	-5%	6%	-1%
Results for CCCCC(=O)Nc1ccc2nc(SCC(=O)N3CCc4ccccc43)sc2c1 = 15%	-2	-2%	-3%	-8%	-14%	1%	0%	-2%

Next section:
SMILES	RGS4 inhibitor	LDHA inh	rTrxR1 inhibitor	Vif-A3G inh	TrxR1 substrate	USP1 inh	Vif-APOBEC3F blk	mIDH1 inhibitor	GRP78 ERSR act
CCC(=O)N1CCN(c2ccccc2NC(=S)NC(=O)c2cccc([N+](=O)[O-])c2)CC1	11%	-9	8%[57.1 µM]	2%	-7%[57.1 µM]	-5%	4%	11%	-1%
Nc1cc(N)nc(SCc2ccccc2)n1	-7%	-4	-5%	0%	-7%	2%	0%	9%	2%
COC(=O)c1cccc(NC(=O)c2cc3sccc3n2C)c1	16%	3	4%	1%	6%	-8%	-22%	11%	-2%
O=C(CSc1nc2ccccc2s1)N1N=C(c2cccs2)CC1c1ccc(F)cc1 (stereo unspecified)	6%	-8	12%	-5%	15%	-6%	-1%	-4%	1%
Cc1nnc(SCC(=O)c2ccccc2F)n1Cc1ccccc1	-33%	-7&-2	-13%	0%	-5%	-18%	-2%	2%	5%
COc1ccc(/C=N\NC(=O)C2C(=O)NCC2c2ccccc2)cc1O (stereo unspecified)	-56%[11.4 µM]	11	11%[57.1 µM]	-1%	-7%[57.1 µM]	-13%	-10%	-1%	-5%
CCN1C(=O)C(CC(=O)Nc2ccc(OC)cc2)N(Cc2cccs2)C1=S (stereo unspecified)	15%	-15	-7%	0%	-8%	-7%	-3%	-5%	-3%
CC(=O)c1ccc(OCCCC(=O)N2CCN(S(=O)(=O)c3cccs3)CC2)cc1	-4%	-4	15%	-3%	2%	-16%	.	-7%	-2%
O=[N+]([O-])c1ccccc1S(=O)(=O)N(CC(O)CN1CCCCC1)c1ccccc1 (stereo unspecified)	7%	-5	11%	3%	-4%	-13%	-1%	-4%	-3%
Cc1nc(-c2ccc(S(=O)(=O)Nc3cccc(Cl)c3)cc2)co1	-10%	-3&3	8%	1%	3%	-8%	1%	3%	-1%
